GPR151 activ – activates the human receptor GPR151; Q8TDV0; PathHunter beta-arrestin GPR151 cells, luminescence; activation, % at 11.2 µM; 650,000 compounds, 1% hits; AID 1508602; in the data active = activation above about 4.9%;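 note: 0% = median of compound wells and 100% = cells with positive control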
Target sequence (Q8TDV0 whole entry, looked up): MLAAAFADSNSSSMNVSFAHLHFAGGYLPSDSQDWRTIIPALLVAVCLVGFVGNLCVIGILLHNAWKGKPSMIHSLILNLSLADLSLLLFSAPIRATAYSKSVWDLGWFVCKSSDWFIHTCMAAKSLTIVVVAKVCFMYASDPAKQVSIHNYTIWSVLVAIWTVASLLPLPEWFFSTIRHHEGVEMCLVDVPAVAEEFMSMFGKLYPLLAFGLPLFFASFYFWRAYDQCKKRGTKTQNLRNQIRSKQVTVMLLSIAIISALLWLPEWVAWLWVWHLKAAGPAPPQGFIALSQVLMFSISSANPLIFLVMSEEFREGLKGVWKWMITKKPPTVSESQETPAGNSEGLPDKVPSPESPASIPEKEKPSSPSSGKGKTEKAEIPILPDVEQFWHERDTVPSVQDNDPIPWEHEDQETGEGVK
FBW7 activator – activators of human E3 ligase FBW7 | Q969H0 | AlphaScreen FBW7–phospho-cyclin E peptide binding, activator screen | normalized activity (activation), % at 26.1 µM | 650,000 compounds, 0.13% hits; in the data active = normalized activity above about 1.9%;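 note: purified mutant Fbw7 with reduced substrate affinity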
Target sequence (Q969H0 whole entry, looked up): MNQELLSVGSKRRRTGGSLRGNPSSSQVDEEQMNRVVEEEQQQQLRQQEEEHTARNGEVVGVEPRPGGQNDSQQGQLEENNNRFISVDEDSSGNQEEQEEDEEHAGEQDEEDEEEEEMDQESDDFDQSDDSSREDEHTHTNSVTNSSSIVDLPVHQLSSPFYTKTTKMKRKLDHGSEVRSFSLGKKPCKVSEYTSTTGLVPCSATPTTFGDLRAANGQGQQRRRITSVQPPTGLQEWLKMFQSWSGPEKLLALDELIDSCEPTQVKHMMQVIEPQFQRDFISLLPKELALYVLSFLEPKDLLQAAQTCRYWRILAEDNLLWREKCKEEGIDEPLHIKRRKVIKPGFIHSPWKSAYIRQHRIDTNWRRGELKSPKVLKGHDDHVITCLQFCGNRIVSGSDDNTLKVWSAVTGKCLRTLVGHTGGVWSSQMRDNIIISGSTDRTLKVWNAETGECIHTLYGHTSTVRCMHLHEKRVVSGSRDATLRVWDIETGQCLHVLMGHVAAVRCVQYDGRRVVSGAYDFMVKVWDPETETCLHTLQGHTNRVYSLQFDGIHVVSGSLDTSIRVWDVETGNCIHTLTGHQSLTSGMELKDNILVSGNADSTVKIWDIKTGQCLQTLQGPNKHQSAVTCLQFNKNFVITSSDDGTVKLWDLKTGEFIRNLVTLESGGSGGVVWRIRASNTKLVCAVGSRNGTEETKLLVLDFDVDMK
MITF primary – inhibitors of human MITF; AlphaScreen MITF homodimerization, bead proximity signal; inhibition, % at 2.6 µM; 650,000 compounds, 0.91% hits; in the data active = inhibition above about 50%;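 note: 0% = vehicle wells with protein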
TEAD-YAP inh – TEAD-YAP interaction inhibition. HEK-TIYL cells, TEAD-Gal4/YAP UAS-luciferase luminescence. 640,000 compounds, 1.4% hits. AID 1259422. inhibition, % at 9.12 µM; in the data active = inhibition above about 32%;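 note: 0% = median of test compound wells and 100% = reference inhibitor wells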
The depositor's hits bear a star; nt = not tested or not shown; & = joins results of further samples. The order is random; about 3.4% have a hit in one of these screens.

nr	compound	GPR151 activ	FBW7 activator	MITF primary	TEAD-YAP inh
1	NC(C(=O)Nc1cc(F)c(-c2cn[nH]c2)cc1N1CCOCC1)c1ccc(Cl)cc1 (centres undefined)	-0.4	-0.1	12.9	24.3
2	NNC(=O)CNC(c1ccccc1)c1cc(Br)ccc1NC(=O)c1ccc(Br)cc1 (centres undefined)	-1.0	-0.1	-10.0	13.3
3	COc1ccc(N2C(=O)C3CCCCC3C2=O)cc1OC (centres undefined)	-0.6	0.5	11.4	8.6
4	O=C(Cn1cc(Br)c([N+](=O)[O-])n1)OCc1ccccc1	-0.1	-0.1	-4.3	-1.2
5	O=C(Nc1cc(Cl)ccc1O)c1cc2nc(-c3ccccc3)cc(-c3ccccc3)n2n1	-0.7	-0.1	-16.6	-2.0
6	CCOC(=O)C1(C(F)(F)F)N=C2C=CC=CN2C(c2ccccc2)=N1 (centres undefined)	0.3	-0.1	-1.8	-6.3
7	CCC(COC)NC(=O)Cc1ccccc1 (centres undefined)	-0.3	-0.4	-11.3	2.7
8	CCCn1nnc(NC(=O)/C=C/c2ccco2)n1	1.9	0.3	27.5	-14.8
9	O=C(Nc1nncs1)C1CC1c1ccccc1 (centres undefined)	3.9	0.6	13.7	13.5
10	O=C(O)c1cccnc1SCc1cn2ccsc2n1	-0.3	0.1	3.0	1.3
11	COc1ccc(C2=NN(C(=O)CCC(=O)O)C(c3ccc(OC)cc3)C2)cc1 (centres undefined)	0.0	0.0	4.0	-3.5
12	COc1ccccc1-c1nnc(-c2cc3cc(Cl)ccc3oc2=O)o1	0.6	-0.1	6.3	0.3
13	Cc1nc2ccc(S(=O)(=O)NC(C(=O)N3CCCC(C)C3)C(C)C)cc2s1 (centres undefined)	-1.6	0.0	-8.5	-14.5
14	Cc1cc(S(=O)(=O)Nc2cc(C(=O)O)ccc2N2CC3CC(C2)c2cccc(=O)n2C3)ccc1F (centres undefined)	-1.0	0.0	-4.0	-1.1
15	O/C(=C(\C(=S)Nc1ccccc1)[n+]1ccccc1)c1ccccc1	0.3	-0.2	2.6	-9.9
16	O=C(Cc1ccc([N+](=O)[O-])cc1)c1c(O)cc(O)cc1O	2.8	-0.2	9.4	-2.8
17	CCN(CC)S(=O)(=O)c1cccc(C(=O)Nc2ccc(C(C)=O)cc2)c1	-1.4	-0.2	14.3	-14.7
18	O=C(Nc1ccc(F)c([N+](=O)[O-])c1)c1ccc(COc2ccccc2)o1	-0.6	-0.2	2.3	13.5
19	COc1ccc(C(=O)Nc2nccs2)cc1S(=O)(=O)N1CCOCC1	2.8	-0.2	-3.1	18.4
20	COC(=O)CSc1nc(N2CCOCC2)nc(N2CCOCC2)n1	-0.6	-0.2	6.9	9.8
21	CCCOc1ccc(-c2ccc(C#N)cn2)cc1	-1.6	0.2	23.5	-47.7
22	CCOc1ccc(-n2c(-c3ccccc3F)nc3c(cnn3-c3ccccc3)c2=O)cc1	-0.9	-0.1	22.2	-25.3
23	Cc1ccc(NC(=O)c2ccc(NCCCN3CCCCCC3)c([N+](=O)[O-])c2)cc1F	-0.2	-0.2	9.8	1.7
24	COc1ccc(CN2CCc3cc(OC)c(OC)cc3C2)cc1	-1.0	0.8	17.9	0.3
25	CCOc1cc(C(c2c(C)[nH]n(-c3ccccc3)c2=O)c2c(C)[nH]n(-c3ccccc3)c2=O)ccc1OCc1ccc(Cl)cc1	0.7	-1.4	-2.3	0.5
26	Cc1ccc(C2(c3ccc(C)cc3)CC2C(=O)Nc2cc([N+](=O)[O-])ccc2C)cc1 (centres undefined)	-0.3	-0.1	-1.9	-8.4
27	CC1CCCCC1NC(=O)CCCn1sc2ccccc2c1=O (centres undefined)	0.8	-0.1	5.0	2.3
28	CCOc1ccc(-c2c(C#N)c(N)nc(SCC(=O)c3ccc(Br)cc3)c2C#N)cc1	1.1	-0.1	0.0	-0.6
29	COc1ccc(OC)c(-c2cc(C(=O)N/N=C/c3c(C)nn(-c4ccccc4)c3C)[nH]n2)c1	5.2*	0.1	17.2	0.8
30	COc1ccc(-c2nnc(SCc3nc(N)nc(Nc4ccccc4C)n3)o2)cc1	1.7	0.0	11.7	-8.6
31	COc1ccccc1NC(=O)N1CCN(CC(=O)Nc2ccccc2Cl)CC1	-1.2	0.2	18.6	-4.1
32	CCN(CC)S(=O)(=O)c1ccc(OCC(=O)Nc2ccc(C(C)=O)cc2)c([N+](=O)[O-])c1	-0.2	-0.1	-5.9	0.9
33	O=C(Cc1cccc(Cl)c1)Nc1ccc(N2CCC(NC3CC3)CC2)cc1	0.4	0.0	-10.7	-29.9
34	Cc1cc(CN2C(=O)c3ccccc3C2=O)cc(C(=O)O)c1O	0.8	0.0	3.3	0.6
35	CCCCC(C)(O)C/C=C/[C@H]1[C@H](O)CC(=O)[C@@H]1CCCCCCC(=O)OC (some centres undefined)	0.8&3.9	-0.1	-6.3&-4.8	nt
36	COc1ccc(OC)c2c(C)cc(N3CCCCC3)nc12	-0.2	0.0	-9.4	1.9
37	COC(=O)C1CCN(C(=O)C23CCC(C)(C(=O)C2)C3(C)C)CC1 (centres undefined)	0.0	0.1	0.7	-11.9
38	COc1cc(/C=C2/C(=N)N3OC(C)=CC3=NC2=O)ccc1OCc1ccccc1Cl	-0.5	0.0	-0.8	-18.1
39	Cc1cccc(C)c1N=C1S/C(=C\c2ccccc2OCc2ccc(Cl)cc2Cl)C(=O)N1c1ccccc1	1.0	0.4	6.9	-7.8
40	CC(=O)c1ccc(NC(=O)N2CCc3nc4nc(C)ccc4cc3C2)cc1	0.7	-0.2	-4.5	-5.1
41	COc1cccc(C(=O)N(c2cccc(Cl)c2)C2C=CS(=O)(=O)C2)c1OC (centres undefined)	0.5	-0.1	7.8	4.4
42	N=c1sccn1CC(=O)Nc1cccc(S(=O)(=O)N2CCCCCC2)c1	0.8	-0.2	-4.1	13.7
43	CC(C)(C)NC(=O)Cn1nnc(-c2ccccc2NC(=O)c2cc3ccccc3oc2=O)n1	0.0	-0.2	2.5	-13.5
44	CCN(C(=O)CN1CCCCC1)c1c(N)n(Cc2ccccc2)c(=O)[nH]c1=O	0.3	0.0	-2.5	1.2
45	C[C@@H]1NC(=O)[C@@H]2C[C@H](NC(=O)c3cc(C(C)(C)C)nn3C)CN2C1=O	-0.8	0.1	18.0	4.6
46	CCOC(=O)c1ccc2nc(C)cc(Nc3cccc(OC)c3)c2c1	-1.1	0.1	5.6	15.5
47	CCOC(=O)c1sc2nc(SCc3ccc(Cl)cc3)n(Cc3ccccc3OC)c(=O)c2c1C	0.9	0.0	10.3	3.7
48	CCCCNC(=O)c1c[nH]c2ccc(S(=O)(=O)N(C)c3ccccc3CC)cc2c1=O	-0.5	0.1	10.1	0.6
49	O=C(Cc1ccc(F)cc1)Nc1c2c(nn1-c1ccc(Cl)cc1)CS(=O)(=O)C2	0.0	-0.2	1.4	-7.1
50	CCCN(CCC)S(=O)(=O)c1ccc(C(=O)NC2=C(C(=O)OC)SCC2)cc1	-0.4	-0.1	1.5	2.9
51	CC1(C)CC(=O)C2=C(C1)Nc1nc(C(F)(F)F)nn1C2c1cccc(Cl)c1 (centres undefined)	-0.8	0.4	-0.1	6.3
52	CC(=O)C(=Cc1ccc(-c2ccccc2)o1)C(C)=O	-1.1	0.1	5.1	4.0
53	Cn1c(=NC(=O)/C=C/c2ccccc2)sc2cc(Cl)ccc21	1.4	0.0	6.3	8.7
54	CCS(=O)(=O)/N=C(\N)c1ccccc1	-1.8	0.7	11.5	-4.4
55	COc1cc(C2C(C#N)=C(N)OC(C)=C2C(C)=O)cc(OC)c1OC (centres undefined)	-1.1	0.1	7.0	7.3
56	C=CCn1c(SCC(=O)Nc2ccc(C(=O)OCC)cc2)nnc1-c1cccs1	0.3	-0.1	4.3	11.2
57	O=C(NC1CCN(Cc2ccccc2)CC1)c1csc(NCc2ccc3c(c2)OCO3)n1	1.5	-0.2	2.3	3.5
58	CC(C)CNS(=O)(=O)c1ccc(S(=O)(=O)N2CCN(C=O)CC2)cc1	-1.4	1.0	7.3	6.9
59	CC(=O)Oc1ccc2nc(-c3ccc4c(c3)C(=O)N(Cc3cccnc3)C4=O)oc(=O)c2c1	-0.5	-0.4	9.4	4.9
60	O=C(CC1SC(=O)N(c2ccccc2)C1=O)Nc1cccc(O)c1 (centres undefined)	-1.2	-0.3	11.3	-3.8

A second format for 2 compounds above:
(1) NC(C(=O)Nc1cc(F)c(-c2cn[nH]c2)cc1N1CCOCC1)c1ccc(Cl)cc1 (centres undefined)
  GPR151 activ = -0.4 | FBW7 activator = -0.1 | MITF primary = 12.9 | TEAD-YAP inh = 24.3
(2) NNC(=O)CNC(c1ccccc1)c1cc(Br)ccc1NC(=O)c1ccc(Br)cc1 (centres undefined)
  GPR151 activ = -1.0 | FBW7 activator = -0.1 | MITF primary = -10.0 | TEAD-YAP inh = 13.3

Further records follow:
61	O=C(Cn1ncc2ccsc2c1=O)NCCN1CCN(c2cccc(Cl)c2)CC1
62	Cc1ccc(CNc2nc(C)c(-c3ccn(CCN4CCOCC4)n3)s2)s1
63	CCOc1cc(C)c(Cl)cc1S(=O)(=O)N1CCOCC1
64	CCC(=O)Oc1ccc(C(=O)Nc2ccc(OCC(=O)O)cc2)cc1
65	COc1cccc(/C=C2/SC(=Nc3ccccc3)NC2=O)c1O
66	COC(=O)c1c(NC(=O)CN2CCCCC2)sc(Br)c1-c1ccccc1
Assay by compound,61,62,63,64,65,66
GPR151 activ,-1.0,-0.9,-1.0,-2.5,-0.5,-2.0
FBW7 activator,0.9,0.1,-0.2,0.2,-0.1,0.7
MITF primary,8.3,6.2,-1.3,-7.0,1.1,20.7
TEAD-YAP inh,10.7,-6.7,-2.8,-0.6,22.5,-0.9

3 compounds already listed, ordered by SMILES length, lowest first:
63	CCOc1cc(C)c(Cl)cc1S(=O)(=O)N1CCOCC1
62	Cc1ccc(CNc2nc(C)c(-c3ccn(CCN4CCOCC4)n3)s2)s1
61	O=C(Cn1ncc2ccsc2c1=O)NCCN1CCN(c2cccc(Cl)c2)CC1
Assay by compound,63,62,61
GPR151 activ,-1.0,-0.9,-1.0
FBW7 activator,-0.2,0.1,0.9
MITF primary,-1.3,6.2,8.3
TEAD-YAP inh,-2.8,-6.7,10.7

Next results follow:
67	O=C(Nc1ccc(S(=O)(=O)Nc2ncccn2)cc1)c1cc(Cl)ccc1Cl
68	CCN1CCN(C(=O)CS(=O)(=O)Cc2nc(-c3cccc(OC)c3)oc2C)CC1
69	COc1cc(C(=O)Nc2ccc3nc(N4CCOCC4)cc(C)c3c2)cc(OC)c1OC
70	CC1C(=O)Nc2ccc(-c3csc(N)n3)cc21 (centres undefined)
71	O=C1OC(/C=C/c2ccc(Cl)cc2)=NC/1=C/c1cccc(Cl)c1
72	O=C(Nc1ccc(Br)cc1)c1cc(S(=O)(=O)N(CCc2ccccc2)Cc2ccccc2)ccc1F
Assay by compound,67,68,69,70,71,72
GPR151 activ,-0.2,-1.7,-1.1,-0.5,-1.1,2.7
FBW7 activator,-0.1,0.2,0.8,0.0,-0.1,-0.2
MITF primary,-5.8,24.1,8.8,0.4,7.2,11.2
TEAD-YAP inh,-1.6,5.2,12.8,3.7,-2.3,5.8

73	COc1ccccc1N1CCN(C2CC(=O)N(c3cccc(Br)c3)C2=O)CC1 (centres undefined)
74	Cc1nn(-c2ccc(Br)cc2)c(C)c1-c1cccc([N+](=O)[O-])c1
75	O=C(c1ccccc1)c1ccc(N2CCN(C(=O)c3cccc(F)c3F)CC2)c(F)c1
76	CCOc1ccc2c(C)c(Cc3ccccc3)c(=O)oc2c1C
77	COc1ccc([N+](=O)[O-])cc1N1C(=O)C2C3C=CC(O3)C2C1=O (centres undefined)
78	O=C(Nc1nccs1)c1ccc2c(c1)C(=O)N(c1cccc(C(=O)c3ccccc3)c1)C2=O
Assay by compound,73,74,75,76,77,78
GPR151 activ,0.2,1.9,-0.3,-0.9,1.7,0.3
FBW7 activator,0.0,-0.1,0.1,-0.1,-0.1,0.0
MITF primary,2.3,14.2,0.0,7.3,1.0,-3.4
TEAD-YAP inh,-4.8,5.7,11.5,1.8,4.5,-7.7

79	O=C(NC(=S)Nc1ccc2[nH]c(=O)[nH]c2c1)c1ccccc1[N+](=O)[O-]
80	COc1ccccc1-c1nnc(C2CCN(C(=O)c3ccco3)CC2)s1
81	O=C(Nc1cccc(Oc2cnccn2)c1)Nc1cccc(C(F)(F)F)c1
82	COc1ccc(-c2noc(CC(=O)NCc3ccco3)n2)cc1
83	Cn1c(=O)c2c(ncn2CN2C(=O)c3ccccc3C2=O)n(C)c1=O
84	COCCCNc1nc2c(-c3cccc(C(F)(F)F)c3)nnn2c2ccccc12
Assay by compound,79,80,81,82,83,84
GPR151 activ,1.8,0.4,0.9,0.2,0.4,-0.9
FBW7 activator,0.0,-0.1,0.0,-0.1,0.1,0.1
MITF primary,0.3,-1.2,8.7,-4.6,9.4,1.7
TEAD-YAP inh,15.5,1.1,17.4,8.3,4.9,-2.8

85	CCOc1cc(/C=N/NC(=O)Cn2cncn2)ccc1O
86	COCCSc1ccccc1C(=O)Nc1cc(F)cc(F)c1
87	CCOc1ccc(N2C(=O)c3cccc4cccc(c34)C2=O)cc1
88	OC(CN1CCCCCC1)Cn1c2ccc(Br)cc2c2cc(Br)ccc21 (centres undefined)
89	COCCCN1C(=O)C(=O)/C(=C(\O)c2ccccc2)C1c1ccccc1Cl (centres undefined)
90	CN(C)C(=O)CSc1nnc2sc3ccccc3n12
91	O=C(Nc1ccc(S(=O)(=O)NC2CCCCC2)cc1)c1ccc(Br)o1
92	CCCNC(=O)c1cccc(Nc2cc(OC)c(OC)c(OC)c2)n1
Assay by compound,85,86,87,88,89,90,91,92
GPR151 activ,-1.3,4.1,1.9,1.8,0.6,-1.3,-0.7,0.5
FBW7 activator,0.2,0.7,0.2,-0.2,0.2,-0.1,0.3,0.0
MITF primary,-0.4,-9.9,0.9,-5.2,-4.4,2.9,-5.3,-10.5
TEAD-YAP inh,8.6,-6.2,-3.8,3.9,-0.4,-10.7,1.9,4.4

Screening results from PubChem.
